# Mtb UGM inh: M. tuberculosis UGM enzyme inhibitors, primary screen, biochemical, fluorescence polarization, single point. hit rate 0.06% among 320,000. inhibition, % at 10 µM. purified UGM, fluorescence polarization probe displacement. UDP-galactopyranose mutase (Mycobacterium tuberculosis (strain ATCC 25618 / H37Rv)), …; in the data active = inhibition above about 10%, passing the limit was not always enough
# Target sequence (P9WIQ1 whole entry, looked up): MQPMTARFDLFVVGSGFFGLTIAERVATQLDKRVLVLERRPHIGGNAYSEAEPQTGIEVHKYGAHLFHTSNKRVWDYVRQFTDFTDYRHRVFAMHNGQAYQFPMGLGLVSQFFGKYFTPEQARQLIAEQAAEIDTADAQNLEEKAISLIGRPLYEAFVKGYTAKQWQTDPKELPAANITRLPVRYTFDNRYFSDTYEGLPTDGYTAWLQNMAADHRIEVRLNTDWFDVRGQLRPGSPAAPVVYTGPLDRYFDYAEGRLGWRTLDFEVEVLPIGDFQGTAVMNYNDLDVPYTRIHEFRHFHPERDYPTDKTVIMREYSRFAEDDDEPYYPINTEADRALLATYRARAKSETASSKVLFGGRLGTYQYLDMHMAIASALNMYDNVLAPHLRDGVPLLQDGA
# PfHsp40 rescue: rescue of yeast from PfHsp40 toxicity, primary screen, S. cerevisiae, ATP luminescence; AID 504582, 2011; S. cerevisiae expressing PfHsp40, growth rescue; growth rescue, % at 12.5 µM; hit rate 0.68% among 340,000; in the data active = growth rescue above about 28%, passing the limit was not always enough;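 also: yeast W303a lacking pdr1 and pdr3 grown in galactose medium; growth measured after three days at 30 °C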
# Mtb FBA inh: Mtb FBA enzyme inhibitors, primary screen, biochemical, fluorescence, strain H37Rv; AID 588726, 2011; purified M. tuberculosis FBA, fluorescence read-out; hit rate 2.3% among 360,000; inhibition, % at 1 µM; Fructose-bisphosphate aldolase (Mycobacterium tuberculosis (strain ATCC 25618 / H37Rv)), …; in the data active = inhibition above about 27%;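 also: 0% = vehicle and 100% = reference inhibitor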
# Target sequence (P9WQA3 whole entry, looked up): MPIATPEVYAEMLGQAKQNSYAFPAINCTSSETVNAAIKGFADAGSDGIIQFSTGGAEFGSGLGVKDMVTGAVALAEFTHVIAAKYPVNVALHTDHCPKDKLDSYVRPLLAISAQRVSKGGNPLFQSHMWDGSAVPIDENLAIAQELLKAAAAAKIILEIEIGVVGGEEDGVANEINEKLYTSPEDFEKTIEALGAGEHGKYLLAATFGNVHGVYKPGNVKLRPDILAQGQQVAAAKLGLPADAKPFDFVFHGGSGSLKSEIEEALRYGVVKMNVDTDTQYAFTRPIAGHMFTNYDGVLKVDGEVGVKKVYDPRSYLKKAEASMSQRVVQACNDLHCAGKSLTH
# FadD28 FP inh: inhibitors of FadD28 bisubstrate probe binding, primary screen, biochemical, fluorescence polarization, single point; Mycobacterium tuberculosis FadD28 fatty-acid-AMP ligase; inhibition, % at 12.5 µM; hit rate 0.22% among 360,000; AID 588549, 2011; in the data active = inhibition above about 8.5%, passing the limit was not always enough
# BH1578 lux ind: inducers of Vibrio cholerae quorum light production without autoinducers, primary screen, BH1578 luxS cqsA deficient, single point; V. cholerae BH1578 lux reporter, luminescence, 6 h; AID 588436, 2011; activation, % at 18.7 µM; hit rate 0.16% among 350,000; in the data active = activation mostly above about 9.7%, no sharp cut-off; also: not every result past the cut was called active; inactives centre near 0; reference of the scale not given here
# GDH-TPI inh: GDH-TPI coupling enzyme inhibitors, primary screen, artefact control for M. tuberculosis FBA inhibitor project, biochemical, absorbance, full deck. inhibition, % at 4.8 µM. hit rate 1.2% among 360,000. GDH-TPI coupled enzyme counterscreen, NADH absorbance; in the data active = inhibition above about 30%;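 also: 0% = DMSO wells and 100% = wells lacking the enzyme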
# Y pestis TopoI: Yersinia pestis topoisomerase I inhibitors, primary screen, biochemical, cleavage product accumulation, plate reader, single point | activity, % at 10 µM | hit rate 0.064% among 360,000 | AID 504884, 2011 | Y. pestis Topo-I cleavage product accumulation; in the data active = activity above about 50%, passing the limit was not always enough; also: inactives centre near 2
# BioA inh: M. tuberculosis BioA enzyme inhibitors, primary screen, biochemical, plate reader, single point, HTS | inhibition, % at 9.99 µM | purified M. tuberculosis BioA enzyme | hit rate 0.096% among 360,000 | 7,8-diaminopelargonic acid synthase BioA (Mycobacterium tuberculosis); in the data active = inhibition above about 40%
# TcdB GH inh: TcdB glycohydrolase inhibitors, primary screen, biochemical, single point, plate reader; hit rate 0.24% among 350,000; TcdB glycohydrolase enzymatic assay; AID 652162, 2013; inhibition, % at 9.99 µM; in the data active = inhibition above about 10%
# * hit, by the source's call; i = inactive; . = no result given; + = active, no number; & = joins results of further samples. Random draw from the library. Share with any hit: about 4.6%.
SMILES,Mtb UGM inh,PfHsp40 rescue,Mtb FBA inh,FadD28 FP inh,BH1578 lux ind,GDH-TPI inh,Y pestis TopoI,BioA inh,TcdB GH inh
CCCN(C(=O)c1ccc(-n2cncn2)c([N+](=O)[O-])c1)C1CCS(=O)(=O)C1 (configuration not stated),-0.2,-0.4,6,-0.1,0.2,9,-3,.,1.6
CC(C)CC(=O)N1CCC(N(CCc2ccccc2)Cc2ccccc2)CC1,2.1,6.4,1,-0.4,-0.7,10,28,2.7,0.3
COc1cc(-c2nnc(SCC(=O)N3CCOCC3)o2)cc(OC)c1OC,2.7,-1.1,0,.,-0.3,0,12,0.2,1.4
CCN(CC(=O)Nc1ccc2c(c1)OCCO2)c1ccc(S(=O)(=O)N2CCOCC2)cn1,-0.5,0.0,-1,-0.1,-0.3,3,-6,0.3,.
Cc1cc(C(=O)NN=Cc2c(C)[nH]c3ccccc23)c(C)o1,1.2,-0.8,2,-0.2,-1.4,22,-8,-1.8,0.7
CCn1ncc(Br)c1C(=O)Nc1ccccc1C(=O)OC,2.9,0.1,0,-3.0,-0.3,6,8,-0.2,.
O=C(Nc1ccccc1F)c1ccc(OCc2ccccc2)cc1,1.9,0.0,-3,-0.7,-0.8,13,1,0.2,-0.7
COc1ccccc1C(=O)NNC(=O)C(=O)Nc1ccc(C)cc1,4.4,4.6,-2,-0.1,-0.1,4,6,-0.8,-10
CCCC1NC(=S)NC(C)=C1C(C)=O (configuration not stated),1.0,0.8,2,0.5,-0.3,12,-14,.,0.1
CCOc1ccccc1NC(=O)CSc1c(C)n[nH]c1C,-2.5,1.0,0,-4.3,i,2,0,-0.6,.
Cc1nc([N+](=O)[O-])c(Br)n1Cc1ccccc1,-3.8,0.1,1,-2.7,-0.4,6,0,.,0.6
COc1cc(OC)cc(C(=O)NNC(=O)CNC(=O)c2cccs2)c1,0.9,-0.9,4,-3.5,2.0,-2,-6,0.2,-0.4
Cc1cc(C)c(NC(=O)CN2C(=O)NC3(CCCCC3)C2=O)c(C)c1,2.9,2.2,3,-3.6,-0.1,-7,2,-0.7,1.6
O=S(=O)(c1ccccc1)c1cnn(-c2ccccc2)c1-c1ccc(F)cc1,3.2,49*,2,-1.6,.,0,2,-0.3,.
C=CCn1c(SC(C)C(=O)NC2CC2)nnc1-c1ccoc1C (configuration not stated),-0.8,-1.0,-1,-0.6,i,4,-2,0.5,2.7
COc1ccc(-c2nc3c(C)cc(Br)cn3c2CC2CCCCC2)cc1OC,.,.,5,-5.2,.,.,.,-1.3,0.6
Cc1cc(C)nc(SCC(=O)N2CCC(C(N)=O)CC2)n1,2.4,-1.7,0,-1.3,-7.1,5,1,-0.1,1.0
O=C(NCCCn1ccnc1)c1ccc(NS(=O)(=O)c2cccc([N+](=O)[O-])c2)cc1,0.3,-1.0,1,0.6,i,5,10,.,0.6
CCC(NC(=O)Cc1c(C)c2cc3c(cc2oc1=O)OC(C)(C)CC3)C(=O)O (configuration not stated),2.3,-0.4,+,-1.0,i,23,-3,-0.8,1.1
COc1ccc(NC(=O)/C(C#N)=C/c2ccc(-c3ccc(Cl)c(C(=O)O)c3)o2)cc1,8.0,0.7,0,-0.2,-1.2,15,9,-0.4,0.1
CCCN(CCC)c1nc2ccccc2n2c(C)nnc12,-1.5,23,0,-0.6,-0.6,20,21,0.1,.
CC(=O)n1cc([C@H]2C=C(C(=O)N3CCN(Cc4ccccc4)CC3)O[C@@H](OCc3ccc(CO)cc3)C2)c2ccccc21,0.0,1.0,0,-7.9,-2.1,-3,13,2.9,1.1&0.5
Cn1c(=O)c2c(nc(Br)n2C)n(C)c1=O,-2.0,-0.8,0,0.5,-0.4,4,3,-0.5,.
COc1ccc(CC(=O)Nc2cc(NC(=O)Cc3ccc(OC)c(OC)c3)cc(C(=O)O)c2)cc1OC,2.2,-0.4,5,-1.9,-0.2,2,8,3.5,-0.4
COc1ccccc1NC(=O)c1cc(-c2ccc(OC)c(OC)c2)nc2ccccc12,.,1.3,-1,.,i,14,7,-0.5,-0.4
O=C(CSc1nc2ccccc2[nH]1)N1CCN(S(=O)(=O)c2ccc(Cl)cc2)CC1,1.7,0.1,-3,-0.9,i,9,-9,.,.
COC(=O)C1=C(C)NC(C)=C(C(=O)OC)C1C(=O)OCC(=O)c1ccc(F)cc1,-2.3,3.5,-3,0.8,-1.0,6,3,.,0.8
COC(=O)c1ccc(N2CCN(C)CC2)c(NC(=O)c2cccnc2)c1,2.7,0.2,-1,0.6,-1.4,-4,0,-1.8,-0.1
O=C(CCNS(=O)(=O)c1ccc(Br)cc1)NNC(=O)C1COc2ccccc2O1 (configuration not stated),0.2,-0.5,3,-0.5,-0.1,5,-3,-0.1,2.2
COc1ccc(C2=NS(=O)(=O)N(C)C(C(=O)Nc3ccc(F)cc3F)=C2)cc1,-2.5,-0.1,1,-3.9,-0.1,5,-1,-0.9,-5.0
O=C(NNc1cccc(Cl)n1)Nc1cccc(C(F)(F)F)c1,-0.9,-0.5,-2,2.0,-0.4,4,-6,.,1.4
CCCOc1c(Br)cc(C(=O)OCC(=O)NC(=O)c2cccn2C)cc1OC,-1.2,1.7,-1,-2.1,-0.8,14,-4,-0.5,1.4
COc1ccc(/C=N/NC(=O)c2ccncc2)cc1CSc1nc2ccccc2s1,0.1,1.1,2,-5.0,-0.3,31*,-1,-1.9,.
COc1ccc(C(CNC(=O)c2cccc(S(=O)(=O)N3CCOCC3)c2)N2CCCC2)cc1 (configuration not stated),3.8,-1.2,4,-1.4,1.6,3,1,-3.7,-1.0
COc1ccc(CN2C(=O)C(CC(=O)NCc3ccco3)CC(C(=O)N(C)C)=C2C)cc1 (configuration not stated),.,.,-2,-2.7,i,10,-5,3.2,1.0
CC1CN(C(=O)CSc2nc(-c3ccc(F)cc3)cs2)CC(C)O1 (configuration not stated),-2.6,1.3,1,-3.7,i,-12,8,0.6,.
COc1ccc(-c2noc(CCC(=O)NCCCN3CCC(C)CC3)n2)cc1,5.5,-1.2,-4,-3.8,i,-7,-7,-0.7,.
CCc1nc2c(OCc3ccc(F)cc3)cccn2c1N(C)C(=O)c1ccc(C)cc1,.,.,-5,-5.6,i,3,17,-0.1,-0.5
FC(F)(F)c1ccnc(Oc2ccc(C3=NCCS3)cc2)c1,-0.7,4.5,-4,-4.0,-0.7,-9,2,.,1.4
COC(=O)c1sccc1NC(=O)c1cc(C)on1,-1.6,-2.0,2,-1.8,-0.2,6,-6,-1.3,1.1

# The list goes on; it opens with the 7 that closed the last part.
SMILES,Mtb UGM inh,PfHsp40 rescue,Mtb FBA inh,FadD28 FP inh,BH1578 lux ind,GDH-TPI inh,Y pestis TopoI,BioA inh,TcdB GH inh
COc1ccc(C(CNC(=O)c2cccc(S(=O)(=O)N3CCOCC3)c2)N2CCCC2)cc1 (configuration not stated),3.8,-1.2,4,-1.4,1.6,3,1,-3.7,-1.0
COc1ccc(CN2C(=O)C(CC(=O)NCc3ccco3)CC(C(=O)N(C)C)=C2C)cc1 (configuration not stated),.,.,-2,-2.7,i,10,-5,3.2,1.0
CC1CN(C(=O)CSc2nc(-c3ccc(F)cc3)cs2)CC(C)O1 (configuration not stated),-2.6,1.3,1,-3.7,i,-12,8,0.6,.
COc1ccc(-c2noc(CCC(=O)NCCCN3CCC(C)CC3)n2)cc1,5.5,-1.2,-4,-3.8,i,-7,-7,-0.7,.
CCc1nc2c(OCc3ccc(F)cc3)cccn2c1N(C)C(=O)c1ccc(C)cc1,.,.,-5,-5.6,i,3,17,-0.1,-0.5
FC(F)(F)c1ccnc(Oc2ccc(C3=NCCS3)cc2)c1,-0.7,4.5,-4,-4.0,-0.7,-9,2,.,1.4
COC(=O)c1sccc1NC(=O)c1cc(C)on1,-1.6,-2.0,2,-1.8,-0.2,6,-6,-1.3,1.1
COc1ccc(C(=O)NCCSc2ccccc2)cc1,2.4,5.3,-2,-1.1,-0.3,-2,4,.,.
CCN(CC(=O)Nc1ccccc1C(F)(F)F)C(=O)c1ccc(N2C(=O)CCC2=O)cc1,1.2,1.0,2,1.6,i,-1,9,-1.8,-0.3
COCC(C)NC(=O)c1ccc(CN2CCc3ccccc3C2)cc1 (configuration not stated),-0.4,1.2,2,0.1,4.0,3,0,1.1,0.0
NS(=O)(=O)c1ccc(NCc2ccccc2OCc2ccccc2F)cc1,-1.8,-0.7,-3,-1.7,i,-4,37,0.4,2.1
CC(C)CN1CCN(Cc2cccn2-c2cccnc2)CC1CCO (configuration not stated),0.3,1.2,-1,-3.9,-0.3,5,12,.,.
CCCCN(C)C(=O)Cn1cnc2sc(C)c(S(=O)(=O)N3CCN(c4ccccc4OC)CC3)c2c1=O,0.0,0.0,2,.,-0.3,-6,14,1.4,0.2
COc1ccc(CCNC(=S)N2CCC(C(N)=O)CC2)cc1,1.0,0.0,-3,-3.8,i,0,7,0.4,0.1
COc1ccccc1/C=C/C=N/N1CCN(c2ccccn2)CC1,-1.3,-0.2,3,-2.6,-0.4,24,13,-1.3,.
COc1ccc(-c2nn(-c3ccccc3)cc2C(=O)Nc2ccc(C(=O)O)cc2)cc1,-1.6,0.3,4,-6.0,-0.2,3,-3,0.8,0.7
CCOc1cc(C2c3c(oc4cc(C)c(Cl)cc4c3=O)C(=O)N2Cc2ccco2)ccc1O (configuration not stated),-0.9,0.2,-2,-0.6,i,21,1,-1.3,.
Cc1ccc(NC(=O)CCCc2nc3ccccc3c(=O)[nH]2)c(Cl)c1,0.0,0.2,0,-2.7,-0.3,3,-2,0.5,1.8
CCOC(=O)c1ccc(N2C(=O)c3n[nH]c(C)c3C2c2ccccn2)cc1 (configuration not stated),-0.8,0.5,3,-0.3,2.3,-21,8,1.1,0.6
Cc1cccc(NC(=O)CSc2nnc(Cc3ccccc3)o2)c1,-1.7,0.6,2,-0.3,i,-5,8,.,2.3
Cc1nc2sc(-c3ccccc3)cc2c(=O)n1-n1cccc1,4.9,-0.1,1,-2.5,.,25,5,0.2,.
Cc1ccc(NC(=O)c2ccc(Cn3cc(Cl)cn3)o2)c(C)c1,1.0,-0.8,0,-4.0,-0.3,-4,3,-0.3,1.2
Cc1ccc(CNC(=O)C2CC(c3ccccc3[N+](=O)[O-])=NO2)o1 (configuration not stated),0.2,-0.3,-1,0.5,-0.3,7,8,0.5,-1.2
Fc1ccc(-c2nnn(Cc3ccc(F)cc3Cl)n2)cc1,0.1,2.1,2,-1.1,-6.7,6,-2,0.2,0.5
CC(=O)Nc1cc(-c2cccc(C(=O)NCCN(C)C)c2)cn2c(-c3ccc(C(C)=O)cc3)cnc12,.,.,-2,-5.1,-5.0,12,-14,2.1,2.5
O=C(/C(=C(\O)c1ccccc1)c1ncc[nH]1)c1ccccc1,-1.3,-1.1,-4,-2.2,-4.1,-3,-6,-2.0,-0.9
COc1cccc(NC(=O)COC(=O)CCCc2c[nH]c3ccccc23)c1,-1.0,0.1,-7,0.9,-0.4,4,-12,2.0,.
CC(=O)NCCNC(=O)C1Cc2c(-c3ccc(Cl)cc3)ccnc2O1 (configuration not stated),.,.,-1,-2.5,i,0,7,1.9,3.8
O=C(CSc1nnnn1-c1ccccc1)NCCCN1CCCC1=O,7.5,-1.9,2,0.2,i,11,7,-0.7,1.2
O=C(/C=C/c1ccc([N+](=O)[O-])cc1)NCCSc1ccccc1,1.5,4.5,-2,0.3,0.9,11,-1,.,.
O=C(CCCCCNc1nc(=S)[nH]c2ccccc12)NCCc1c[nH]c2ccccc12,-1.7,2.7,-1,-1.9,-1.0,-3,5,-1.8,1.3
